High-throughput results (PubChem BioAssay)
NR2F2 inh: NR2F2 (human) inhibition, primary screen; P24468; HEK293T NGFI-A luciferase reporter, luminescence; inhibition, % at 8.6 µM; 0.7% of 370,000 active;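 active = inhibition above a per-plate cutoff, mean inhibition of test wells between control levels plus 3 SD, cut at about 38% in these data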;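 also: cells cotransfected with COUP-TFII expression vector driving the NGFI-A reporter; 0% = median of COUP-TF2 test wells and 100% = reporter-only cells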
CF NFkB inh: blocks PAF-induced NF-kB reporter in cystic fibrosis cells | KKLEB NF-kB-GFP reporter, GFP fluorescence overnight | inhibition, % at 5 µM | 0.86% of 360,000 active;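 active = at least 50% inhibition at 5 µM, scaled per plate between neutral and stimulator controls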;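 also: PAF is a Pseudomonas aeruginosa culture filtrate used as stimulus; plate controls were PAF-stimulated DMSO wells for no effect and unstimulated DMSO wells for full effect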
LMP1 NFkB inh: inhibitors of Epstein-Barr LMP1-induced NF-kappaB reporter; LMP1-induced NF-kappaB luciferase reporter cells, luminescence; inhibition, % at 12.5 µM; 0.69% of 350,000 active; in the data active = inhibition above about 41%;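 also: 0% = neutral control wells and 100% = reference inhibitor control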
TROY NFkB inh: TROY signaling inhibition | Q293 LMP1-TROYcd NF-kB luciferase reporter, 4 h | inhibition, % at 10 µM | 0.98% of 360,000 active;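 active = compounds whose plate-normalised and pattern-corrected inhibition of the luciferase reporter signal at the single screening dose is 50% or more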
TWEAK-Fn14 inh: blocks TWEAK-Fn14 interaction in a reporter cell assay | TWEAK-stimulated Fn14 reporter cells, luciferase luminescence, 8 h | inhibition, % at 10 µM | 2% of 360,000 active; in the data active = inhibition above about 50%
C8 TRAIL sens: caspase-8 TRAIL sensitization | 1% of 360,000 active | inhibition (viability loss, TRAIL sensitization), % at 10 µM | NB7+C8 cells + TRAIL, ATPlite viability luminescence;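 active = compounds causing at least 50% loss of cell viability in the single-dose screen, relative to plate controls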
NR5A2 inv ag: inverse agonists of human LRH-1 (NR5A2); 0.13% of 360,000 active; inhibition, % at 3.6 µM; O00482; HEK293T StAR-luciferase reporter, LRH-1 transfected, 24 h; AID 602396;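 active = inhibition above the mean inhibition of all tested compounds plus 3 SD, cut at about 73% in these data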;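 also: 0% = DMSO wells and 100% = reporter-only cells lacking LRH-1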
Shn3 inh set2: reduces Shn3 3'UTR luciferase signal in osteoblasts; 0.52% of 360,000 active; inhibition, % at 12.5 µM; Clone20 osteoblast Shn3 3'UTR firefly luciferase, 24 h;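 active = mean inhibition of at least 75% with every replicate also reaching 75%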;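 also: 0% = median of neutral control wells and 100% = pilot-screen positive control compound; some compounds past the cut are filed as inactive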
NCOA1 inh: inhibits human SRC1 coactivator | HEK293 GAL4-SRC1 luciferase reporter, luminescence | AID 588354 | Q15788 | 0.12% of 360,000 active | inhibition, % at 3.6 µM;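 active = inhibition above the campaign mean plus 3 SD, with each screening campaign given its own cutoff, cut at about 60% in these data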;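 also: 0% = DMSO treated cells and 100% = gossypol at 36 µM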
SRC3 inh: human NCOA3 inhibition; AID 588352; inhibition, % at 3.6 µM; Q9Y6Q9; HEK293 GAL4-SRC3 luciferase reporter, luminescence; 0.17% of 360,000 active;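 active = inhibition above a per-campaign cutoff, the mean of all compounds plus 3 SD, cut at about 60% in these data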;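 also: 0% = DMSO-treated cells and 100% = gossypol-treated cells at 36 µM; higher means less SRC3-driven luciferase light from the GAL4 reporter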
KKLEB tox: counter-screen for CF NF-kB inhibitors: cytotoxicity. KKLEB CF airway cells viability, ATPlite luminescence, overnight; active compounds read low; cells stimulated with P. aeruginosa culture filtrate. activity change (cytotoxicity), % at 5 µM. 0.36% of 360,000 active. AID 602141;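 active = corrected activity change at or below -50% at 5 µM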
Numbers without * were called inactive; · = not tested or not shown.

SMILES	NR2F2 inh	CF NFkB inh	LMP1 NFkB inh	TROY NFkB inh	TWEAK-Fn14 inh	C8 TRAIL sens	NR5A2 inv ag	Shn3 inh set2	NCOA1 inh	SRC3 inh	KKLEB tox
CCC(C)[C@H](NC(=O)NCc1ccc(Cl)cc1)C(=O)OC (stereo not given in full)	5	-10	-5	11	-19	-8	-4	5	-1	2	1
O=C1CC(=C(c2ccccc2)c2ccccc2)C(=O)N1CCN1CCN(c2cccc(Cl)c2)CC1	7	6	6	7	-5	-2	-14	12	-24	5	-20
O=C(Nc1ccccc1Cl)NC1(C(=O)N2CCC(O)CC2)CCCCC1	-12	-13	1	16	-7	11	12	-4	-4	-14	2
Cc1ccc(S(=O)(=O)N(CC(=O)NCc2ccncc2)Cc2ccccc2F)cc1	21	-20	-6	-11	1	8	6	11	-10	-6	6
Cc1[nH][nH]c(=O)c1/C=N/N1CCOCC1	5	4	-2	-13	3	-7	11	-2	9	15	1
CN(CC(=O)Nc1cc(Cl)cc(Cl)c1)Cc1cccs1	7	4	-4	-10	-25	18	5	1	5	1	1
COc1cc(C2NC(=O)NC(C)=C2C(=O)OC2CCC(C)CC2)ccc1O (stereo not given)	-3	0	2	19	-4	-5	7	1	17	1	-14
O=C(Nc1ccccc1)c1cc(C2CCCCN2C(=O)OCc2ccccc2)on1 (stereo not given)	3	0	·	-14	3	-7	-16	11	4	-14	-19
CCCN(Cc1nnc(-c2ccccc2Cl)o1)C(=O)c1cccc(S(=O)(=O)N2CCOCC2)c1	-5	1	9	4	-6	9	-8	12	-13	-21	-7
c1ccc2c(c1)ncn2-c1ccc(-c2ccnc(-c3ccncc3)n2)cc1	14	34	14	-5	31	6	22	6	-121	12	-3
CCOc1ccc(/C=N/NC(=O)c2ccc(Cn3cc([N+](=O)[O-])cn3)o2)cc1	-2	2	-13	-63	-42	-6	-16	-10	-48	-16	5
COc1ccc(N(CCC#N)C(=O)/C(C#N)=C/c2cccs2)cc1	-9	-3	6	12	-1	-6	-2	6	-4	6	-4
O=C1c2ccccc2[C@@H]2Cc3csc[n+]3[C@H]12	-13	·	·	-1	5	-1	23	·	·	·	·
S=c1[nH]nc(C2CCCCC2)n1/N=C/c1ccc(Br)cc1	19	28	3	12	4	2	-6	-3	10	-2	-16
COc1ccc(Cc2nnc(NC(=O)CSc3ccc(C)cc3)s2)cc1OC	0	16	-3	-1	6	1	13	18	-47	-2	-6
Nc1ncc(-c2ccccc2)n1CC1CCCO1 (stereo not given)	6	-4	1	-22	-7	0	-4	71	-7	-1	-1
CCCS(=O)(=O)N1CCCC(C(=O)Oc2ccc(C)c(C)c2)C1 (stereo not given)	15	9	3	6	11	-6	9	-1	-16	-5	-3
CCOc1ccccc1Nc1nc(-c2cccnc2)cs1	-1	24	-14	-6	7	-6	6	-7	9	6	-4
O=C(Nc1ccc2nc(-c3ccc4nc[nH]c4c3)[nH]c2c1)c1cccs1	15	10	-5	-16	-37	-2	-15	-2	-7	-9	4
C[C@H](CO)N1C[C@H](C)[C@@H](CN(C)S(=O)(=O)c2ccc(F)cc2)OCc2cnnn2CCCC1=O	-9	-17	0	0	-10	6	4	-3	-1	-10	4
CC(C)NS(=O)(=O)c1ccc(OCC(=O)Nc2ccc(F)cc2F)cc1	·	-5	-6	-10	-7	2	-13	-13	-6	-4	4
O=C(NC1CC1)c1ccc2nc([C@H]3C[C@H](O)[C@@H](CO)O3)[nH]c2c1	0	-6	·	3	19	-5	-19	-18	-11	-5	4
CCOc1cc(S(=O)(=O)NCc2cccnc2)c(C)cc1C	-22	3	-11	8	2	-4	-17	0	-4	17	2
COc1cc(/C=C/c2ccc3cccc([N+](=O)[O-])c3n2)ccc1OCC(=O)O	13	8	7	-1	-1	31	-32	·	-7	10	0
CCCCC(=O)NCCNc1nc2c(c(=O)n(C)c(=O)n2C)n1Cc1ccc(F)cc1	5	17	2	4	8	7	-5	29	-19	5	-6

Compound profiles, from the list above. Values in the order: NR2F2 inh, CF NFkB inh, LMP1 NFkB inh, TROY NFkB inh, TWEAK-Fn14 inh, C8 TRAIL sens, NR5A2 inv ag, Shn3 inh set2, NCOA1 inh, SRC3 inh, KKLEB tox
CCC(C)[C@H](NC(=O)NCc1ccc(Cl)cc1)C(=O)OC (stereo not given in full) is listed as 5, -10, -5, 11, -19, -8, -4, 5, -1, 2, 1
COc1ccc(Cc2nnc(NC(=O)CSc3ccc(C)cc3)s2)cc1OC is listed as 0, 16, -3, -1, 6, 1, 13, 18, -47, -2, -6
COc1ccc(N(CCC#N)C(=O)/C(C#N)=C/c2cccs2)cc1 is listed as -9, -3, 6, 12, -1, -6, -2, 6, -4, 6, -4
O=C(NC1CC1)c1ccc2nc([C@H]3C[C@H](O)[C@@H](CO)O3)[nH]c2c1 is listed as 0, -6, ·, 3, 19, -5, -19, -18, -11, -5, 4
CC(C)NS(=O)(=O)c1ccc(OCC(=O)Nc2ccc(F)cc2F)cc1 is listed as ·, -5, -6, -10, -7, 2, -13, -13, -6, -4, 4

(cont.)
SMILES	NR2F2 inh	CF NFkB inh	LMP1 NFkB inh	TROY NFkB inh	TWEAK-Fn14 inh	C8 TRAIL sens	NR5A2 inv ag	Shn3 inh set2	NCOA1 inh	SRC3 inh	KKLEB tox
Cc1ccc(S(=O)(=O)Nc2ccc(N3CCOCC3)cc2)cc1[N+](=O)[O-]	-2	17	-4	-20	9	1	19	-2	-12	7	5
N/C(Cc1nc(-c2ccc(F)cc2)cs1)=N\O	15	-21	1	-31	-8	5	6	-26	-22	2	2
CCN1C(=O)/C(=C\C(=O)c2cccs2)c2cc(Br)ccc21	7	-7	-1	9	9	-4	3	-1	-7	11	-2
O=C(Nc1ccc2c(c1)nc1n2CCCCC1)c1cc(S(=O)(=O)N2CCOCC2)ccc1Cl	16	10	9	·	13	7	-5	50	6	-1	7
Cc1nnc2ccc(-c3ccc(NC(=O)c4ccco4)cc3)nn12	-43	-44	11	-9	-22	-8	-9	4	-2	16	12
CCOC(=O)C1CCN(c2nc(-c3ccc(Br)cc3)nc3ccccc23)CC1	9	16	-9	3	-1	11	15	20	6	17	-18
COc1ccc(NC(=O)CN(C)C(=O)c2ccc(S(=O)(=O)Nc3ccccc3C)cc2)cc1	-2	23	-3	18	-19	-2	2	0	-16	-4	-26
O=C(CSc1ncccn1)NC(=O)Cc1ccccc1	-35	-2	-3	7	-5	0	6	-5	-2	0	14
CC1NC(C)c2c(ccc3ccccc23)O1 (stereo not given)	7	5	-7	-8	-1	-10	24	26	-5	3	-13
O=C(CNS(=O)(=O)c1c(Cl)cccc1Cl)N1CCCCCC1	-27	8	4	-6	0	-2	3	9	13	13	1
CCOC(=O)c1c(C)n(CCOc2ccccc2)c2ccc(O)cc12	17	-2	-8	19	6	-3	-2	-30	4	3	-4
Cc1ccccc1N1C(=O)C(Oc2ccc(Cl)cc2)C1CNCC1CCCO1 (stereo not given)	14	-18	5	8	-13	-4	10	-2	-27	8	20
CC1=C(C(=O)OC(C)C)C(c2ccc(N(C)C)cc2)C2=C(CC(C)(C)CC2=O)N1 (stereo not given)	3	9	3	-15	1	-12	0	5	-46	-3	-8
C/C(=N/NC(=O)c1sc(=S)n(C)c1C)c1ccccc1	-26	22	2	6	-30	-6	-13	-2	-15	-3	-36
CCCc1cc(=O)[nH]c(SCC(=O)NC2(C#N)CCCCC2)n1	9	-4	-5	7	-8	-5	-8	13	9	3	10
CC12CCC(C(N)C1=O)C2(C)C (stereo not given)	-1	-11	1	7	15	-6	12	1	-8	-4	7
c1ccc(CCNc2ncnc3c2cnn3-c2ccccc2)cc1	-60	-1	-37	-60	-5	8	-183	-136	-104	-69	5
CCNS(=O)(=O)c1ccc(NS(C)(=O)=O)cc1	3	4	-2	10	-1	-2	10	16	12	16	-8
Cc1ccc(NC(=O)CCOc2ccccc2)c(C)c1	·	-7	-1	9	-20	-14	6	7	5	-1	-2
CCOc1ccc(NC(=O)NCCN2CCN(c3cccc(C)c3C)CC2)cc1	1	2	3	5	5	4	10	4	-2	1	3
CC(=O)c1ccc(N2CCN(C(=O)C3CCN(S(=O)(=O)c4cccs4)CC3)CC2)cc1	-7	-5	4	9	-14	14	11	20	13	15	3
CC1(C)CC(=O)C2=C(C1)NC1=C(C(=O)c3ccccc31)C2c1ccccc1 (stereo not given)	-4	-3	6	2	64*	-4	29	14	17	19	8
COc1ccc(-c2csc(-n3ncc(-c4ccccn4)c3N)n2)cc1	-2	-17	-3	6	-6	4	-4	-15	-9	5	12
COc1ccc(C(=O)NCC(=O)OCC(=O)N2CCCc3ccccc32)cc1	2	-3	-6	7	1	-5	-2	8	14	14	3
O=C(NCC1CCCCC1)c1cccc([N+](=O)[O-])c1	-11	26	-2	-3	-1	3	5	-20	-22	14	6
Cc1ccc(S(=O)(=O)c2cccc(S(=O)(=O)N3CCCC3)c2)cc1S(=O)(=O)N1CCCC1	61*	-3	6	16	20	9	4	73	16	13	-15
OC(c1ccc(CN2CCCCC2)cc1)c1ncc(-c2ccccc2F)[nH]1 (stereo not given)	-5	7	·	16	26	-4	-9	-14	-5	2	5
COc1ccc(CCNC(=O)C2C3CCC(C3)C2C(=O)O)cc1OC (stereo not given)	8	2	6	3	10	-7	0	11	6	3	-6
C[C@H]1CN([C@@H](C)CO)C(=O)CCCn2nncc2CO[C@@H]1CN(C)Cc1ccccc1	1	-1	-4	2	1	5	1	-19	6	0	1

An excerpt from above, reduced to Shn3 inh set2:
mol	Shn3 inh set2
CC1=C(C(=O)OC(C)C)C(c2ccc(N(C)C)cc2)C2=C(CC(C)(C)CC2=O)N1 (stereo not given)	5
COc1ccc(NC(=O)CN(C)C(=O)c2ccc(S(=O)(=O)Nc3ccccc3C)cc2)cc1	0
O=C(NCC1CCCCC1)c1cccc([N+](=O)[O-])c1	-20
COc1ccc(C(=O)NCC(=O)OCC(=O)N2CCCc3ccccc32)cc1	8

These rows are one share of the data (hit frequency here may not be typical).
